MrgX1 allo act – positive allosteric modulators of MrgX1, primary screen, HEK293 cells, Fluo-4 calcium flux; Mas-related G-protein coupled receptor member X1 (Homo sapiens), Q96LB2; FDSS; active compounds read high; B-score at 10 µM; 310,000 tested, 0.63% active; AID 588675, 2011;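 active means plate-corrected calcium response at least 3 library SD above typical, normal starting fluorescence, not activating the receptor alone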;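 further: compound read alongside a low EC10 to EC30 dose of BAM8-22 agonist; peak minus trough fluorescence over baseline measured at the second addition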
TRPC4 PAM – positive allosteric modulators of TRPC4, primary screen, cell-based, mouse TRPC4beta, HEK293 mu-opioid, Fluo-4 calcium | Short transient receptor potential channel 4 (Mus musculus), Q9QUQ5 | DAMGO EC20, Fluo-4 Ca2+ flux; active compounds read high | B-score at 10 µM | 310,000 tested, 0.42% active;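 active means B-score of calcium response area above 5 SD of library B-scores, with initial fluorescence ratio within 5 SD of library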;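 further: B-score of integrated fluorescence ratio over time as area under calcium response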
TRPC4 act – activators of mouse TRPC4 channel, primary screen, Fluo4 calcium, HEK293 TRPC4beta/mu-opioid cells | Short transient receptor potential channel 4 (Mus musculus), Q9QUQ5 | Fluo4 calcium fluorescence; active compounds read high | B-score at 10 µM | 310,000 tested, 0.49% active;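 active means B-score above 5 SD of library B-scores, and initial fluorescence ratio not above library mean plus 5 SD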;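 further: positive B-score marks a calcium rise read as TRPC4 activation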
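Technique: kinetic Fluo4 calcium fluorescence; Test system: TRPC4beta and mu-opioid receptor HEK293 stable cells; Measure: B-scored integrated calcium fluorescence ratio; Benchmarks: low control buffer alone, high control maximal DAMGO; Schedule: 45 min room-temperature Fluo4 loading, 110 s read.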
ANO1 block – TMEM16A chloride channel inhibitors, primary screen, cell-based, HTS; normalized B-score (activity score, 25-100; higher = stronger inhibition) at 10 µM; 310,000 tested, 1.2% active; HEK293 TMEM16A/YFP iodide influx fluorescence, ionomycin; Anoctamin-1 (Mus musculus), Q8BHY3; AID 588511, 2011;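 active means ratio plate-corrected score three or more library SD toward inhibition, starting fluorescence score within five deviations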;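 further: score derived from kinetic fluorescence span divided by baseline fluorescence per well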
RGS4 inh – RGS4 inhibitors, primary screen, cell-based, HEK293 M3R inducible RGS4, calcium flux; Regulator of G-protein signaling 4 (Homo sapiens), P49798; Fluo-4 calcium flux; active compounds read high; triggered by carbachol at its EC20; 310,000 tested, 0.45% active; B-score at 10 µM;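 active means B-score, a plate-corrected calcium signal, over three deviations above library mean, with baseline fluorescence within five deviations of library mean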;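 further: RGS4 expression induced by doxycycline in cells with stable M3 receptor; B-score is computed from the integrated fluorescence ratio over baseline after carbachol; higher B-score means a larger calcium signal and so more RGS4 inhibition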
Target sequence (P49798 whole entry, looked up): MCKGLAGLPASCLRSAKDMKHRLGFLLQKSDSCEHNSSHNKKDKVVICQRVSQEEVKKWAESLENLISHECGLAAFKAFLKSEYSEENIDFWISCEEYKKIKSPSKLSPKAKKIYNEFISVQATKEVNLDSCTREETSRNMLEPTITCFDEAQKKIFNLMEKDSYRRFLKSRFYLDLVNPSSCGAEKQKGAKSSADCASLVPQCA
TRPC4 block – inhibitors of mouse TRPC4 channel, primary screen, Fluo4 calcium, HEK293 TRPC4beta/mu-opioid cells; DAMGO-evoked Fluo4 calcium flux; active compounds read low; B-score at 10 µM; 300,000 tested, 0.39% active; AID 2247, 2010;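 active means B-score over 3 SD under the library average, no early fluorescence shift, positive overall ratio signal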
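Assay system – HEK293 line stably carrying TRPC4beta and mu-opioid receptor · Doses – single dose · Detection – Fluo4 calcium-dye fluorescence, kinetic read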
TRPC6 inhibitor – mouse TRPC6 channel inhibitors, primary screen, cell-based, HEK293, membrane potential dye; Short transient receptor potential channel 6 (Mus musculus), Q61143; ACh-evoked depolarization; active compounds read low; B-score at 10 µM; 310,000 tested, 1.1% active; AID 2553, 2010;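 active means B-score under library mean minus 3 SD, initial fluorescence not abnormally high, positive integrated signal ratio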;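 further: B-score derived from integrated fluorescence ratio over the kinetic read; more negative B-score means stronger inhibition of depolarization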
Target sequence (Q61143 whole entry, looked up): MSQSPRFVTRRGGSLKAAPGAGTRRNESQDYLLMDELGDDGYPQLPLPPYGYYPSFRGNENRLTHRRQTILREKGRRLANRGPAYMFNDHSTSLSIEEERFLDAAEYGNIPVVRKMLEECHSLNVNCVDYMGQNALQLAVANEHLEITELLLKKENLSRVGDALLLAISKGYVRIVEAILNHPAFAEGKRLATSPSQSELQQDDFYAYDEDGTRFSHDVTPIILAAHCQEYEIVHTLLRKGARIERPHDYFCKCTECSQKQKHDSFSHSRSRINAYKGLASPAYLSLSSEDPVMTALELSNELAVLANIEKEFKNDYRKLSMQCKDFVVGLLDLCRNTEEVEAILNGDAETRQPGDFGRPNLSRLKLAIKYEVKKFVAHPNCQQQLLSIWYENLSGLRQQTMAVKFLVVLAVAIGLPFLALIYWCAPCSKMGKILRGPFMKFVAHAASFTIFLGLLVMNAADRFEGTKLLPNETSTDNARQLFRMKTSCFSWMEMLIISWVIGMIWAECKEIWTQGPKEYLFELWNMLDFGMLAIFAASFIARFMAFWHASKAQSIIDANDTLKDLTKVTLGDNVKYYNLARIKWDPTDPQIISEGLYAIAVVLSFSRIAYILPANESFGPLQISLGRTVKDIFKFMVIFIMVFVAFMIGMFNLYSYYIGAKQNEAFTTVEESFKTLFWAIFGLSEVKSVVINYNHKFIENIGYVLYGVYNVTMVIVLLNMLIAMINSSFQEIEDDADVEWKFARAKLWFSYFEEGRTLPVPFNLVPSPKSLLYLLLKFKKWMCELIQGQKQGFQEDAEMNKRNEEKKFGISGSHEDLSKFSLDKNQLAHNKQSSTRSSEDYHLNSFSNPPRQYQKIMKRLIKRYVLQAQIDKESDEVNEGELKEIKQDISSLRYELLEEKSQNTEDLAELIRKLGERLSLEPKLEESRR
MrgX1 agonist – agonists of human MrgX1 receptor, primary screen, HEK293 cells, Fluo-4 calcium flux | Mas-related G-protein coupled receptor member X1 (Homo sapiens), Q96LB2 | Fluo-4 calcium fluorescence, agonist mode; active compounds read high | B-score at 10 µM | 310,000 tested, 0.44% active;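 active means calcium response B-score plate-corrected fluorescence ratio at least 3 library SD, with starting fluorescence B-score inside 5 SD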
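System: HEK293 cells stably expressing human MrgX1 receptor; Dosing: test compound in the initial addition of three; Schedule: overnight plating, then 30 min 37 °C plus 30 min room-temperature dye loading; Detection: kinetic calcium dye fluorescence, Fluo-4 NW; Controls: per-plate positive and negative controls for Z′ factor.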
MrgX1 antagonist – antagonists of human MrgX1 receptor, primary screen, HEK293 cells, Fluo-4 calcium flux | 310,000 tested, 1.3% active | AID 588676, 2011 | Mas-related G-protein coupled receptor member X1 (Homo sapiens), Q96LB2 | B-score at 10 µM | BAM8-22 antagonism; active compounds read low;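 active means calcium-response B-score plate-corrected more than 3 library SD below zero, starting fluorescence within 5 deviations, no agonist response on first addition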;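 further: peak minus trough fluorescence over baseline after final BAM8-22 challenge near maximal dose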
TRPC6 act – mouse TRPC6 channel activators, primary screen, cell-based, HEK293, membrane potential dye | B-score at 10 µM | HEK293-TRPC6 membrane potential dye fluorescence; active compounds read high | Short transient receptor potential channel 6 (Mus musculus), Q61143 | 310,000 tested, 0.13% active | AID 2550, 2010;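 active means B-score of the integrated fluorescence ratio above library mean plus 3 SD, and starting fluorescence ratio within library mean plus 5 SD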;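 further: higher score means more depolarization so channel activation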
ANO1 activ – TMEM16A chloride channel activators or potentiators, primary screen, cell-based, HTS. B-score at 10 µM. 340,000 tested, 0.3% active. Anoctamin-1 (Mus musculus), Q8BHY3. HEK293 TMEM16A/YFP-H148Q/I152L, iodide quench fluorescence; active compounds read low;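 active means fluorescence-ratio B-score plate-corrected deviation score at least 3 library SD below zero, with starting fluorescence score within 5 deviations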;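 further: channel opened by trigger with iodide after compound preincubation; score built on the fluorescence ratio of max minus min over baseline; more negative score means more quench and so TMEM16A activation or potentiation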
Active calls of the source: *; i = inactive; . = no result given. Some of the compounds tested. The share of hits here may be higher or lower than overall.

Second line of a record: MrgX1 allo act | TRPC4 PAM | TRPC4 act | ANO1 block | RGS4 inh | TRPC4 block | TRPC6 inhibitor | MrgX1 agonist | MrgX1 antagonist | TRPC6 act | ANO1 activ
> CN1CC(C(=O)c2cccc(C(F)(F)F)c2)C(c2ccc(Cl)cc2)C1 (configuration not stated)
→ i | i | i | i | i | i | i | i | i | i | i
> Cc1ccsc1C(=O)C1CCCN(Cc2ccc(O)cc2)C1 (configuration not stated)
→ i | i | i | i | i | i | i | i | i | i | i
> [O-]c1ccccc1-[n+]1c(-c2ccccc2)cc(-c2ccccc2)cc1-c1ccccc1
→ 8.3* | i | i | 100* | i | i | i | i | i | i | i
> O=C(O)Cc1cnc[nH]1
→ i | i | i | i | i | i | i | i | i | i | i
> CCCCCSc1cc(OC)c(CCN)cc1OC
→ i | i | i | i | i | i | -6.5* | i | i | i | i
> Cc1cc(O)c2c(c1)OC(C)(C)C1=C2CC(C)CC1 (configuration not stated)
→ i | i | i | i | i | i | i | i | i | i | i
> COc1ccc(CCn2c(O)c(C=NCCN3CCCCC3)c(=O)[nH]c2=O)cc1OC
→ i | i | i | i | i | i | i | i | i | i | i
> CCn1c(=O)n(CC)c2cc([N+](=O)[O-])c(N3CCNCC3)cc21
→ i | i | i | i | i | i | i | i | i | i | i
> Cc1c(/C=N/O)c2ccccc2n1C
→ i | i | i | i | i | i | i | i | i | i | i
> COc1ccc(NC(=O)N2C[C@@H]3C[C@@H](C2)c2cccc(=O)n2C3)cc1
→ i | i | i | i | i | i | i | i | i | i | i
> Clc1ccc2c(c1)C(c1ccccc1Cl)=NCc1nnc(N3CCN(CCSc4ccccc4)CC3)n1-2
→ i | i | i | i | i | i | i | i | i | i | i
> Cc1ccc2[nH]c(C)c(CCNCc3ccco3)c2c1
→ i | i | i | i | i | i | i | i | i | i | i
> O=c1[nH]c(=S)n(-c2ccccc2F)c(O)c1C=NCCN1CCNCC1
→ i | i | i | i | i | i | i | i | i | i | i
> COc1ccc(CC(C)NCCc2ccc(OC)c(OC)c2)cc1 (configuration not stated)
→ i | i | i | i | i | i | i | i | i | i | i
> COc1ccc(C2=CC(c3ccc(OC)c(OC)c3)c3c(c4ccccc4oc3=O)O2)cc1OC (configuration not stated)
→ i | i | i | i | i | i | i | i | i | i | .
> C=CCn1c(O)c(C(CC)=Nc2cccc(C(=O)O)c2)c(=O)[nH]c1=O
→ i | i | i | i | i | i | i | i | i | i | i
> CCC(=NCc1cc(OC)cc(OC)c1)c1c(O)n(C2CCCCC2)c(=O)[nH]c1=O
→ i | i | i | i | i | i | i | i | i | i | i
> CC(C)(C)NC(=S)/N=C(\N)N[N+](=O)[O-]
→ i | i | i | i | i | i | i | i | i | i | i
> CCOC(=O)C1C2c3ccccc3O[C@@]1(C)N=C1SCC(=O)N12 (some centres not stated)
→ i | i | i | i | i | i | i | i | i | i | i
> CC(C)(C)c1o[nH]c(=O)c1CC(N)C(=O)O (configuration not stated)
→ i | . | . | i | . | . | . | i | i | . | i
> C[C@@H]([C@@H](O)c1ccccc1)N(C)C(=O)Cc1ccccc1
→ i | i | i | i | i | i | i | i | i | i | i
> C[C@@H]1CC2(CCCC[N+]2(C)C)C[C@H]1C
→ i | i | i | i | i | . | i | i | i | i | i
> CC(C)NS(=O)(=O)c1ccc(OCC(=O)N2CCN(Cc3ccc4c(c3)OCO4)CC2)c(Cl)c1
→ i | i | i | i | i | . | i | i | i | i | i
> CCCCCc1nc2c(c(=O)c3ccccc3n2C)c(=O)n1C1CCCCCC1
→ i | i | i | i | i | i | i | i | i | i | -11*
> CN(C)CCCN=Cc1c(O)n(CCc2ccccc2)c(=O)[nH]c1=O
→ i | i | i | i | i | i | i | i | i | i | i
> COc1ccc(CN2CCNCC2)cc1
→ i | i | i | i | i | i | i | i | i | i | i
> O=C1NC(=O)C(=Cc2ccc(OCC(=O)N3CCOCC3)cc2)C(=O)N1
→ i | i | i | i | i | i | i | i | i | i | i
> CCOc1cc2[nH]c(=S)n(CCCC(=O)N3CCC4(CC3)OCCO4)c(=O)c2cc1OCC
→ i | i | i | i | i | i | i | i | i | i | i
> O=c1c2ccccc2nc(-c2ccccc2Cl)n1-c1ccc(O)cc1
→ i | i | i | i | i | i | i | i | i | i | i
> O=c1c(C=NCCN2CCNCC2)c(O)n(C2CCCCC2)c(=O)n1C1CCCCC1
→ i | i | i | i | i | i | i | i | i | i | i
> CC1=C(C(=O)Nc2ccccc2)S(=O)(=O)CCO1
→ i | i | i | i | i | i | i | i | i | i | i
> CCC(COC(=O)NC)NC(=O)Oc1ccccc1 (configuration not stated)
→ i | i | i | i | i | i | i | i | i | i | i
> COC(=O)C1=C(c2ccc(S(C)(=O)=O)cc2)C[C@@H]2CC[C@H]1N2C(=O)NCc1ccc(F)cc1
→ i | i | i | i | i | i | i | i | i | i | i
> CCN(CC)CCN=Cc1c(O)n(CCc2ccccc2)c(=O)[nH]c1=O
→ i | i | i | i | i | i | i | i | i | i | i
> CN(C)c1ccc(C=C2C(=O)NC(=S)NC2=O)cc1[N+](=O)[O-]
→ i | i | i | i | i | i | i | i | i | i | i
> O=C1NC(=O)N(CCc2ccc(F)cc2)C(=O)/C1=C/C=C/c1ccccc1
→ i | i | i | i | i | i | i | i | i | i | i
> CCCc1[nH]nc2c1C1(C(=O)N(CC(N)=O)c3ccccc31)C(C(=O)OC)=C(N)O2 (configuration not stated)
→ i | i | i | i | i | i | i | i | i | i | i
> FC(F)(F)c1ccc(NC2=NCCCS2)cc1
→ i | i | i | i | i | i | i | i | i | i | i
> COC(=O)c1ccccc1N=Cc1c(O)[nH]c(=O)[nH]c1=O
→ i | i | i | i | i | i | i | i | i | i | i
> COc1cc2c(cc1OC)C(C(=O)NCCC(C)C)C1CCCCN1C2=O (configuration not stated)
→ i | i | i | i | i | i | i | i | i | i | i
> CC(Cc1ccc(O)cc1)NCC(O)c1cc(O)cc(O)c1 (configuration not stated)
→ i | i | i | i | 5.7* | i | i | i | i | i | i
> Cc1c2cnn(CC(=O)N3CCC4(CC3)OCCO4)c(=O)c2c(C)n1Cc1ccccc1Cl
→ i | i | i | i | i | i | i | i | i | i | i
> Cc1ccccc1OCCCn1cc(C(=O)C(=O)N2CCOCC2)c2ccccc21
→ i | i | i | i | i | i | i | i | i | i | i
> Cc1[nH]c2ccc(OC(F)(F)F)cc2c1CCNCc1cccc([N+](=O)[O-])c1
→ i | i | i | 25* | i | i | i | i | i | i | i
> Cc1cc(C=C2C(=O)NC(=S)NC2=O)c(C)n1-c1ccc2c(c1)OCO2
→ i | i | i | i | i | i | i | i | i | i | i
> OCC#CC[N+]1(CC#Cc2ccccc2)CCCC1
→ i | i | i | i | i | i | i | i | i | i | i
> CCOC(=O)C1=C(N)OC2=C(C(=O)CCC2)C12C(=O)N(CC(N)=O)c1ccccc12 (configuration not stated)
→ i | i | i | i | i | i | i | i | i | i | i
> O=c1[nH]c(O)c(/C=C2\C=Nc3ccc(OCc4ccccc4)cc32)c(=O)[nH]1
→ i | i | i | i | i | i | i | i | i | i | i
> CC(C)(C)NC(=O)C1CC2CCCCC2CN1 (configuration not stated)
→ i | i | i | i | i | i | i | i | i | i | i
> CCOC(=O)c1ccc2c(c1)n(Cc1ccccc1)c(C)[n+]2CC
→ i | i | i | i | i | i | i | i | i | i | i

The results go on.
Second line of a record: MrgX1 allo act | TRPC4 PAM | TRPC4 act | ANO1 block | RGS4 inh | TRPC4 block | TRPC6 inhibitor | MrgX1 agonist | MrgX1 antagonist | TRPC6 act | ANO1 activ
> COC(=O)c1ccc(CN2CCSC2=N)cc1
→ i | i | i | i | i | i | i | i | i | i | i
> Cc1cccc(CCNCc2cc3ccc(C)cc3[nH]c2=O)c1
→ i | i | i | i | i | i | i | i | i | i | i
> Cc1nc2ccccc2c(=O)n1-c1ccc(Cl)c(Cl)c1
→ i | i | i | i | i | i | i | i | i | i | i
> COc1ccccc1N1CCN(Cc2ccccc2F)CC1
→ i | i | i | i | i | i | i | i | i | i | i
> Cc1ccc(Sc2ccc(C=C3C(=O)N(C)C(=O)N(C)C3=O)o2)cc1
→ i | i | i | i | i | i | i | i | i | i | i
> COC(=O)C1=C(c2cc3ccccc3s2)C[C@@H]2CC[C@H]1N2C(=O)N1CCCCC1
→ i | i | i | i | i | i | i | i | i | i | i
> c1ccc2c(c1)CC1CNCc3cccc(c31)S2 (configuration not stated)
→ i | i | i | i | i | i | -7.1* | i | i | i | i
> CCOc1cc2c(cc1OCC)-n1cccc1C(c1cc(C)c(OC)cc1C)NC2 (configuration not stated)
→ i | i | i | i | i | i | i | i | -4.9* | i | i
> CN1CCc2c(C#N)c(Cl)nc(Cl)c2C1
→ i | i | i | i | i | i | i | i | i | i | i
> CCC(=NCCO)c1c(O)n(-c2ccccc2)c(=O)[nH]c1=O
→ i | i | i | i | i | i | i | i | i | i | i
> C=CCN(CC=C)Cc1c[nH]c2ccccc12
→ i | i | i | i | i | i | i | i | i | i | .
> c1cnc(N2CCNCC2)nc1
→ i | i | i | i | i | i | i | i | i | i | i
> CC(=O)Nc1ccccc1C(=O)OCc1ccccc1F
→ i | i | i | i | i | i | i | i | i | i | i
> Nc1c2c(nc3sc4c(c13)CCCCC4)CCCC2
→ i | i | i | i | i | i | i | i | i | i | i
> CN1C(=O)C(=Cc2ccc(N3CCOCC3)o2)C(=O)N(C)C1=O
→ i | i | i | i | i | i | i | i | i | i | i
> CN1CCc2nc3sc(C#N)c(N)c3c(-c3cccs3)c2C1
→ i | i | i | i | i | i | -9.2* | i | i | i | i
